From PubChem
POLB inh: DNA polymerase beta (human) inhibition. Pol beta primer extension/strand displacement, fluorescence kinetic. actives 1.3% (n = 340,000). Potency, µM (series often up to 114 µM), inactives show at the highest dose activity change, negative = inhibition, usual class: inhibitors; note: potency is the fitted concentration of half-maximal effect; % is set by controls: 0 for no effect and ±100 for the full control effect
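Reaction started by 50 nM substrate onto compound-treated Pol beta (10 nM, 15 min preincubation, room temperature); plates read at 0 min and 10 min. Normalized concentration-effect data fitted by four-parameter Hill equation.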
APE1 inh: APE1 (human) endonuclease inhibition. P27695. recombinant APE1, TAMRA/BHQ-2 abasic DNA cleavage fluorescence. Potency, µM (series often up to 65.8 µM), for the others: at the top dose activity change, negative = inhibition, usual class: inhibitors. actives 0.35% (n = 350,000);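 note: potency is the fitted concentration of half-maximal effect; plate controls were vehicle for no effect and reference inhibitor for full effect; nearly all actives have a fitted effect of over 55% in size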
Target sequence (P27695 whole entry, looked up): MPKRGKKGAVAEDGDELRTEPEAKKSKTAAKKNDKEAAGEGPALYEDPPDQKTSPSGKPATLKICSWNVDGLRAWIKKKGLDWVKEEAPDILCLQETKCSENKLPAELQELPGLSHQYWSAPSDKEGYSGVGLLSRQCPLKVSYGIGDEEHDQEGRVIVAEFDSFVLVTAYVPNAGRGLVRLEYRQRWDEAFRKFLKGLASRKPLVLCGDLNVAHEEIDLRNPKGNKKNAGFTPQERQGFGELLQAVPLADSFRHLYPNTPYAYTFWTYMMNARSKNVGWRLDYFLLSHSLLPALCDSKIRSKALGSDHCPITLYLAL
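Readout is kinetic fluorescence (ex 525, em 598 nm) from cleavage of 50 nM TAMRA/BHQ-2 THF abasic duplex by 0.75 nM APE1, compound added 15 min beforehand at RT.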
RXFP1 antagonist: blocks the human relaxin receptor RXFP1 | activity change, negative = inhibition, % at 57.5 µM | AID 1259400 | actives 0.59% (n = 350,000) | HEK293-RXFP1, relaxin-stimulated cAMP HTRF, 30 min; hits give low values;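 active = activity change of -60% or lower, but not beyond a set lower limit; inconclusive = change between -60% and -40%, or beyond the set limit; inactive = change above -40%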; note: % is set by controls: 0 for no effect and ±100 for the full control effect
Anesthetic bind: binds horse apoferritin like a general anesthetic. P02791. Potency, µM (top dose mostly 77.5 µM), inactives show at the highest dose activity change, negative = displacement, actives largely listed as inhibitors. actives 0.074% (n = 350,000). apoferritin/1-aminoanthracene competitive binding, fluorescence; note: potency is the fitted concentration of half-maximal effect; % is set by controls: 0 for no effect and ±100 for the full control effect; nearly all actives have a fitted effect of over 20% in size
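10 uM apoferritin + 50% sat. 1-AMA, PBS; cpd 10 min RT; Ex380/Em535 endpoint; normalized to free probe vs complex; 4-param Hill fit; propofol titration as pos. ctrl.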
Pol kappa inh: blocks human DNA polymerase kappa activity | Q9UBT6 | purified Pol kappa, fluorescent DNA synthesis assay, 10 min | Potency, µM (doses to about 107 µM), for the others: at the top dose activity, negative = inhibition, usual class: inhibitors | actives 0.53% (n = 400,000); note: potency is the fitted concentration of half-maximal effect; % is set by controls: 0 for no effect and ±100 for the full control effect
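Kinetic fluorescence screen: compound preincubated 15 min RT with 10 nM enzyme; 50 nM substrate (final) initiates; reads at 0/10 min.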
BLM helicase inh: blocks DNA unwinding by human BLM helicase; P54132; recombinant BLM DNA unwinding, fluorescence dequenching; Potency, µM (series often up to 56.1 µM), inactives show top-dose activity change, negative = inhibition, usual class: inhibitors; actives 0.2% (n = 350,000); AID 2528;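 note: potency is the fitted concentration of half-maximal effect; plate controls were vehicle for no effect and no enzyme for full effect; nearly all actives have a fitted effect of over 35% in size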
PGK inhibitor: T. brucei PGK inhibition | Potency, µM (titrated, usually from 57.5 µM), for inactives: at the top dose activity change, negative = inhibition, most hits filed as inhibitors | actives 0.043% (n = 380,000) | PGK/GAPDH coupled, Kinase-Glo luminescence, 60 min | P07378; note: potency is the fitted concentration of half-maximal effect; % is set by controls: 0 for no effect and ±100 for the full control effect; nearly all actives have a fitted effect of over 60% in size
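Recombinant glycosomal PGK reaction used 1,3-bisphosphoglycerate generated in-well by GAPDH (100nM final) in 100mM TEA pH 7.6, 5mM MgCl2, 0.01% Tween-20. After 60 minutes at room temperature, ATP was read by Kinase-Glo Plus luminescence end-point.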
POLH inh: inhibitors of human DNA polymerase eta | Q9Y253 | recombinant Pol eta, fluorescent DNA replication assay | Potency, µM (series often up to 114 µM), for inactives: at the highest dose activity change, negative = inhibition, hits mostly inhibitors | actives 1.2% (n = 390,000); note: potency is the fitted concentration of half-maximal effect; % is set by controls: 0 for no effect and ±100 for the full control effect
Target sequence (Q9Y253 whole entry, looked up): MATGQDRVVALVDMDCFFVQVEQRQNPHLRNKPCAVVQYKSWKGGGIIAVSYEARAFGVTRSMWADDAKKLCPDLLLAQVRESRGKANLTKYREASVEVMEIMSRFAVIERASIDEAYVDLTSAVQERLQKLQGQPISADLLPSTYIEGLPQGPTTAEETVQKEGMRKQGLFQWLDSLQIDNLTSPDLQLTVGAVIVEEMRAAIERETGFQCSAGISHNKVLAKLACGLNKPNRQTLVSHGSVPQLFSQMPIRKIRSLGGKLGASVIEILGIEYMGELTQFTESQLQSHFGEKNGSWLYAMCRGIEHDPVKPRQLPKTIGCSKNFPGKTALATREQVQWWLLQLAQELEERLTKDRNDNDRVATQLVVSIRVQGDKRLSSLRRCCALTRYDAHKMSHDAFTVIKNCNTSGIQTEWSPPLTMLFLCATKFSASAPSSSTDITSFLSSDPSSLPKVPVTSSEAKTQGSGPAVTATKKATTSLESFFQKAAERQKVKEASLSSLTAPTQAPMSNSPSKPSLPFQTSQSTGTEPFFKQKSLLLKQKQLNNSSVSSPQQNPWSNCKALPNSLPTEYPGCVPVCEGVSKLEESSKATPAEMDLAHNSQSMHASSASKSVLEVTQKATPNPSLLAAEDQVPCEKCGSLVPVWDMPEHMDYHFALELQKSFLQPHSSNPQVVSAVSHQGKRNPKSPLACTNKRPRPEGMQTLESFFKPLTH
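Pol eta at 10 nM preincubated with compounds 15 min at room temperature; reaction started with fluorescent substrate (50 nM final) and read kinetically at 0 and 10 min.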
POLI inh: DNA polymerase iota (human) inhibition. actives 1% (n = 390,000). Potency, µM (top dose mostly 115 µM), inactives show at the highest dose activity, negative = inhibition, usual class: inhibitors. AID 588590. Pol iota fluorescent replication assay, 10 min; note: potency is the fitted concentration of half-maximal effect
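Pol iota at 10 nM preincubated 15 min with compounds at room temperature; reaction started with fluorescent substrate, 50 nM final. Fluorescence read kinetically at 0 and 10 min; buffer-only wells as negative control.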
The depositor's hits bear a star; i = inactive; ? = inconclusive; · = not tested or not shown; [ ] = remark or other dose. Unless noted, calls come from the whole dose curve; as a rule, active = well fitted curve in the direction sought with a large enough effect; inconclusive = small, poorly fitted or top-dose-only effect, or another doubt; inactive = no such curve, though single readings can be large; an effect the other way counts as inactive or inconclusive. The list is partial (hit frequency here may not be typical).

SMILES	POLB inh	APE1 inh	RXFP1 antagonist	Anesthetic bind	Pol kappa inh	BLM helicase inh	PGK inhibitor	POLH inh	POLI inh
COc1cc(NC(=O)CSc2ccc3c(c2)OCCO3)cc(OC)c1OC	2%	-6%	-10	-8%	-2%	-3%	-6%	-10%	21%
Cc1ccc2nc(CSc3nnc(NC(=O)COc4ccccc4)s3)cc(=O)n2c1	3%	·	-7	-7%	-3%[60.1 µM]	1%	-13%	-16%	-2%
CSc1cccc(N/C(=N/S(=O)(=O)c2ccccc2)NN)c1	2%	3%	-9	5%	?	-5%	-1%	-21%	17%
CCCCOc1ccc(C(=O)NCCc2ccccc2)cc1	4%	-8%	-4	3%	3%	-3%	2%	2%	15%
CC1CCC2(CC1)NC(=O)N(CC(=O)Nc1ccc(N3CCOCC3)cc1)C2=O (stereo not drawn)	3%	3%	12	-2%	-6%	1%	i	-18%	23%
O=C1CC(C(=O)Nc2cccc3ccccc23)C2(CCCC2)O1 (stereo not drawn)	5%	1%	-7	-13%	?	-3%	-4%	-7%	?
O=C(NCCCCC(NC(=O)c1ccc([N+](=O)[O-])cc1)C(=O)O)c1ccc([N+](=O)[O-])cc1 (stereo not drawn)	24%	3%	-7	-6%	-8%	0%	-11%	-10%	-5%
O=C(CN1CCN(S(=O)(=O)/C=C/c2ccccc2)CC1)Nc1ccccc1N1CCOCC1	-9%	-3%	-14	-8%	-1%	-3%	i	-10%	17%
Cc1cc(F)ccc1NC(=O)CCSc1nc(-c2ccco2)cc(C(F)(F)F)n1	-3%	·	2	?	0%	-2%	9%	-1%	7%
O=C(Nc1ccccc1)NC1(C(=O)N2CCN(c3ncccn3)CC2)CCCCC1	18%	0%	-1	-7%	-3%	-2%	7%	7%	12%
FC(F)Oc1ccc(NC(=S)NC2CCCCCCC2)cc1	27%	15%	-18	-16%	6%	-5%	2%	-10%	69%[activator]
COc1ccc(S(=O)(=O)N2CCN(Cc3ccccc3)CC2)c(C)c1	34%	-9%	5	-12%	3%	-4%	i	-1%	-1%

Random excerpt: five records from the list, in no set order.
SMILES	POLB inh	APE1 inh	RXFP1 antagonist	Anesthetic bind	Pol kappa inh	BLM helicase inh	PGK inhibitor	POLH inh	POLI inh
COc1cc(NC(=O)CSc2ccc3c(c2)OCCO3)cc(OC)c1OC	2%	-6%	-10	-8%	-2%	-3%	-6%	-10%	21%
Cc1ccc2nc(CSc3nnc(NC(=O)COc4ccccc4)s3)cc(=O)n2c1	3%	·	-7	-7%	-3%[60.1 µM]	1%	-13%	-16%	-2%
O=C1CC(C(=O)Nc2cccc3ccccc23)C2(CCCC2)O1 (stereo not drawn)	5%	1%	-7	-13%	?	-3%	-4%	-7%	?
CSc1cccc(N/C(=N/S(=O)(=O)c2ccccc2)NN)c1	2%	3%	-9	5%	?	-5%	-1%	-21%	17%
O=C(Nc1ccccc1)NC1(C(=O)N2CCN(c3ncccn3)CC2)CCCCC1	18%	0%	-1	-7%	-3%	-2%	7%	7%	12%

(continued)
SMILES	POLB inh	APE1 inh	RXFP1 antagonist	Anesthetic bind	Pol kappa inh	BLM helicase inh	PGK inhibitor	POLH inh	POLI inh
COc1ccc(C(=O)NNC2=NS(=O)(=O)c3ccccc32)cc1OC	-8%	29%	-7	-4%	1%	-5%	0%	-23%	-10%
COC(=O)c1ccc(N/C=C\C(=O)c2ccc3c(c2)OCO3)cc1	10%	?	-4	7%	2%	4%	-4%	-2%	28%
COc1ccc(NS(=O)(=O)c2ccc3c(c2)NC(=O)CO3)cc1	-20%	4%	13	-15%	-4%	0%	-5%	2%	33%[activator]
COc1ccc2cc(CN(Cc3cccnc3)S(=O)(=O)c3ccccc3)c(=O)[nH]c2c1	19%	-4%	-9	-16%	-9%	-1%	5%	-8%	-2%
O=C(c1cccs1)N1CCC(C(=O)N2CCN(Cc3ccc4c(c3)OCO4)CC2)CC1	28%	3%	-22	-8%	0%	-3%	-7%	-9%	60%[activator]
Cc1c(OC(C)C(=O)NCC2CCC(C(=O)O)CC2)ccc2c3c(c(=O)oc12)CCCC3 (stereo not drawn)	2%	29%	-19	-5%	6%	2%	-1%	-12%	-29%
Cc1cccc(Nc2ccccc2C(=O)NCc2ccco2)c1C	1%	-7%	-8	36%[activator]	-2%	-11%	-5%	-2%	-1%
CC1=CC(=O)c2c(O)ccc(O)c2C1=O	1.8µM*	2µM*	·	-2%	·	18µM*	·	·	·
O=C(Nc1sc2c(c1C(=O)N1CCOCC1)CCCCC2)c1cccnc1	22%	-1%	6	3%	-18%	0%	3%	4%	71%[activator]
CCCS(=O)(=O)c1c(S(=O)(=O)CCC)c2c(N)cccn2c1C(=O)OC	5%	13%	-18	-3%	-24%	-2%	6%	-8%	?
CCN1CCc2nc(N)sc2C1	-1%	7%	-7	-2%	-9%	1%	9%	2%	169%[activator]
COc1ccc(CCNC(=O)c2cccnc2)cc1	31%	0%	3	-5%	-3%	1%	-2%[11.5 µM]	-12%	22%
CN(CC(=O)NCCCc1ccccc1)Cc1ccc(Br)cc1	3%	14%	-8	?	5%	-4%	-9%	-24%	-2%
O=C1/C(=C\c2c(NCCOCCO)nc3ccccn3c2=O)SC(=S)N1Cc1ccco1	18µM*	?	-14	-18%	?	-21%	i	79µM*	?
CCCCC(=O)Nc1nn(CC(C)C)c2nc3ccccc3cc12	5%	?	-5	1%	-1%	1%	-1%	-5%	-14%
CCc1ccc(N2CC(C(=O)OCc3csc(CC(=O)Nc4ccccc4C)n3)CC2=O)cc1 (stereo not drawn)	·	-15%	-2	·	-20%	·	-5%	-15%	-12%
Cc1ccc(NC(=O)c2cc(S(=O)(=O)Nc3ccc(C)cc3)cs2)cc1	·	·	·	·	-5%	·	-4%	-9%	-8%
CCOC(=O)c1c(NC(=O)CSc2nnc(C)s2)sc2c1CCN(C)C2	2%	-8%	-4	-8%	-27%	-9%	-1%	?	11µM*
COc1ccc(C(=O)NC(=C(Cl)Cl)S(=O)(=O)c2ccc(C)cc2)cc1	-3%	31%	1	-22%	-2%	-5%	-1%	-1%	5%
Cc1ccc(CNC(=O)C2CC(c3ccccc3F)=NO2)cc1 (stereo not drawn)	-1%	-3%	·	-6%	-27%	-1%	3%	-15%	?
CCc1ccccc1NC(=O)CSc1ncc2c(n1)-c1ccccc1N(Cc1ccc(C)cc1)S2(=O)=O	-11%	·	-6	?	-13%	-1%	-3%	-12%	?
CC(Oc1ccc(Br)cc1Br)C(=O)Nc1cccnc1 (stereo not drawn)	11%	16%	-4	-4%	6%	-2%	-1%	-15%	-1%
COc1cc2c3nnc(-c4ccc(F)cc4)c-3cn(Cc3ccccc3F)c2cc1OC	1%	6%	-32	12%	-6%	2%	i	-12%	22%
COc1ccccc1-c1cc(C(=O)N2CCCC2)no1	12%	18%[12.4 µM]	3	-12%	-1%	-1%	i	1%	19%
Cc1cccc(Oc2cc(N)cc([N+](=O)[O-])c2)c1	10%	16%	1	?	-24%	-5%	1%	-23%	15%
O=C(COC(=O)COc1ccc(Cl)cc1Br)NC1CC1	·	-2%	2	·	-9%	·	0%	-8%	-11%
COc1ccc2c(c1)CC/C(=C/c1ccco1)C2=O	2%	?	-10	1%	-7%	0%	-5%	-22%	143%[activator]
COCCn1c(-c2ccccc2Cl)nc2c(c(=O)c3ccccc3n2C)c1=O	-26%	-1%	5	-6%	-1%	-2%	-1%	-15%	1%
COc1ccc(NC(=O)c2cc(-c3ccccc3)on2)cc1OC	22%	-4%	4	-2%	-14%	-5%	5%	-1%	14%
CC(OC(=O)Nc1ccccc1)C(=O)OC1CCCCC1 (stereo not drawn)	·	·	-2	·	-11%	·	2%	0%	20%
CCOC(=O)c1cnc(SCc2ccc(C(C)(C)C)cc2)nc1N	13%	1%	-25	-16%	-5%	-1%	i	-20%	-2%
Oc1ccc(-c2n[nH]c(C(F)(F)F)c2-c2ccccc2)c(O)c1	14%	-7%	-17	-11%	-17%	-11%	-3%	-1%	58%[activator]
COc1ccc(NS(=O)(=O)c2cccc(C(=O)N3CCN(c4ccccc4O)CC3)c2)cc1	·	-4%	-11	·	1%	·	16%	-20%	10%
CCOc1ccc(CCNC(=O)c2cccc(S(=O)(=O)N3CCN(C(C)=O)CC3)c2)cc1OCC	·	-14%	-4	·	-11%	·	7%	-4%	22%
O=C(CSc1ncn[nH]1)Nc1ncc(C(F)(F)F)cc1Cl	2%	2%	-9	-9%	-4%	-2%	-6%	-21%	78%[activator]
COc1cccc2cccc(/C=N/n3cnnc3)c12	10%	-4%	-1	92%[activator]	3%	-7%	·	-14%	30%[activator]
Cc1cccc(C)c1NC(=O)C1(N(C(=O)c2ccccn2)c2ccc(O)cc2)CCCCC1	-17%	2%	-5	-10%	-2%	0%	0%	-20%	18%
CC(C)(C)SCCNC(=O)c1ccc(Cl)c(S(=O)(=O)N2CCOCC2)c1	·	·	-1	·	-4%	·	1%	-6%	17%
O=[N+]([O-])c1ccc(O)c(/C=N/Nc2nn[nH]n2)c1	2%	0%	-3	-13%	-11%	1%	-1%	2%	?
CN(C(=O)CN1C(=O)NC(C)(CCc2ccccc2)C1=O)c1ccccc1 (stereo not drawn)	·	-7%	-9	·	-4%	·	4%	0%	35%[activator]
COc1ccc(C(=O)Nc2ccc(S(=O)(=O)Nc3nccc(C)n3)cc2)cc1	32%	25%	3	-3%	-10%	0%	·	-10%	-14%
CCS(=O)(=O)N1CCC(C(=O)Nc2cc([N+](=O)[O-])ccc2C)CC1	3%	0%	6	-4%	-3%	2%	-6%	-1%	-9%
CCc1nc(N2CCC3(CC2)OCCO3)c2nnn(Cc3ccccc3Cl)c2n1	16%	1%	-6	-14%	-2%	-1%	5%	-12%	5%
COc1ccc(Cn2nnnc2CN2CCc3ccccc3C2)cc1	?	2%	3	-11%	-14%	-3%	-6%	-12%	?
O=C(CCNC(=O)c1ccco1)Nc1cccc(Br)c1	50%	0%	-11	-3%	0%	-1%	0%	-19%	188%[activator]
COc1cc2c(cc1OC)-c1cc3ccc4c(c3c[n+]1CC2)OCO4	40µM*	-10%	·	11%	-21%	80%[activator]	-3%	?	14µM*
COc1cccc(OC)c1C(=O)NCCSC1CCCCC1	?	-5%	-5	-10%	3%	-6%	7%	-17%	-7%
